Assay outcomes: PubChem, several laboratories
NCOA1 inh: inhibits human SRC1 coactivator; HEK293 GAL4-SRC1 luciferase reporter, luminescence; inhibition, % at 3.6 µM; 360,000 tested, 0.12% active;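 active = inhibition above the campaign mean plus 3 SD, with each screening campaign given its own cutoff, cut at about 60% in these data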;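 also: 0% = DMSO treated cells and 100% = gossypol at 36 µM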
TROY NFkB inh: blocks TROY-dependent signaling in reporter cells. Q293 LMP1-TROYcd NF-kB luciferase reporter, 4 h. AID 1347056. inhibition, % at 10 µM. 360,000 tested, 0.98% active;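 active = compounds whose plate-normalised and pattern-corrected inhibition of the luciferase reporter signal at the single screening dose is 50% or more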
SRC2 inh: human SRC2 (NCOA2) inhibition | Q15596 | HEK293 GAL4-SRC2 luciferase reporter, luminescence | inhibition, % at 9 µM | 370,000 tested, 0.17% active | AID 651957;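 active = inhibition above the mean inhibition of all tested compounds plus 3 SD, set per campaign, cut at about 52% in these data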;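 also: 0% = DMSO treated cells and 100% = cells given Gossypol at 36 µM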
TLR9-MyD88 inh: TLR9-MyD88 interaction inhibition; Q9NR96+Q99836; CHO BLA complementation TLR9-MyD88, CCF4 FRET ratio; inhibition, % at 4.98 µM; 340,000 tested, 0.21% active;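 active = inhibition above the mean over all tested compounds plus 3 SD, cut at about 21% in these data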;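 also: 0% = DMSO only wells and 100% = clavulanate BLA inhibitor control wells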
LRH-1 inv ag: NR5A2 inverse agonism in reporter assay. inhibition, % at 3.6 µM. O00482. HEK293T StAR-luciferase reporter, LRH-1 transfected, 24 h. 360,000 tested, 0.13% active;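 active = inhibition above the mean inhibition of all tested compounds plus 3 SD, cut at about 73% in these data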;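 also: 0% = DMSO wells and 100% = reporter-only cells lacking LRH-1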
Target sequence (O00482 whole entry, looked up): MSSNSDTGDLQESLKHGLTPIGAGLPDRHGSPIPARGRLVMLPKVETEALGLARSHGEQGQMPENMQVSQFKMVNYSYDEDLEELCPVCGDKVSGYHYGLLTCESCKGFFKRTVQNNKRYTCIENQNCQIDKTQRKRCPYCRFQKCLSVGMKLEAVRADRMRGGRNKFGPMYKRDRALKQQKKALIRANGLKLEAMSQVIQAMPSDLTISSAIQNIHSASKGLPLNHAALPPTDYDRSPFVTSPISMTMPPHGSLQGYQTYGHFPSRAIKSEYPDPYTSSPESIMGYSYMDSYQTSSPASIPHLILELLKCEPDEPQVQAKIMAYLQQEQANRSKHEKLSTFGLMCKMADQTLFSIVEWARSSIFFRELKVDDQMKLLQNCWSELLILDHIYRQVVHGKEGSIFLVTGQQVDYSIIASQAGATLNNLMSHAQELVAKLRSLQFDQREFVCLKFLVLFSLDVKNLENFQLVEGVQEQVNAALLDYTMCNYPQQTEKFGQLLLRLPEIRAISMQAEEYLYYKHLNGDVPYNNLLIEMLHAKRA
Vif inh: inhibitors of HIV Vif; inhibition, % at 7.49 µM; AID 602346; HEK293T cells, Vif self-association by quenched fluorescence, imaging, 24 h; 340,000 tested, 0.35% active; in the data active = inhibition above about 50%, passing the limit was not always enough; also: some results filed as inactive read as strong as hits
EBV LMP1 NFkB: inhibitors of Epstein-Barr LMP1-induced NF-kappaB reporter; LMP1-induced NF-kappaB luciferase reporter cells, luminescence; inhibition, % at 12.5 µM; 350,000 tested, 0.69% active; AID 504558; in the data active = inhibition above about 41%;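 also: 0% = neutral control wells and 100% = reference inhibitor control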
SRC3 inh: human NCOA3 inhibition; HEK293 GAL4-SRC3 luciferase reporter, luminescence; inhibition, % at 3.6 µM; 360,000 tested, 0.17% active;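 active = inhibition above a per-campaign cutoff, the mean of all compounds plus 3 SD, cut at about 60% in these data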;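 also: 0% = DMSO-treated cells and 100% = gossypol-treated cells at 36 µM; higher means less SRC3-driven luciferase light from the GAL4 reporter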
TRAIL sens C8: sensitizes caspase-8 expressing cells to TRAIL | NB7+C8 cells + TRAIL, ATPlite viability luminescence | inhibition (viability loss, TRAIL sensitization), % at 10 µM | 360,000 tested, 1% active;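 active = compounds causing at least 50% loss of cell viability in the single-dose screen, relative to plate controls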
COUP-TFII inh: inhibitors of human COUP-TFII (NR2F2); HEK293T NGFI-A luciferase reporter, luminescence; inhibition, % at 8.6 µM; 370,000 tested, 0.7% active;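 active = inhibition above a per-plate cutoff, mean inhibition of test wells between control levels plus 3 SD, cut at about 38% in these data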;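 also: cells cotransfected with COUP-TFII expression vector driving the NGFI-A reporter; 0% = median of COUP-TF2 test wells and 100% = reporter-only cells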
NOD2 RIPK2 PPI: NOD2-RIPK2 protein interaction inhibition. O43353. CHO BLA complementation NOD2-RIPK2, CCF4 ratio. inhibition, % at 4.98 µM. 360,000 tested, 0.38% active; in the data active = inhibition above about 21%;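 also: 0% = vehicle only and 100% = reference blocker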
Target sequence (O43353 whole entry, looked up): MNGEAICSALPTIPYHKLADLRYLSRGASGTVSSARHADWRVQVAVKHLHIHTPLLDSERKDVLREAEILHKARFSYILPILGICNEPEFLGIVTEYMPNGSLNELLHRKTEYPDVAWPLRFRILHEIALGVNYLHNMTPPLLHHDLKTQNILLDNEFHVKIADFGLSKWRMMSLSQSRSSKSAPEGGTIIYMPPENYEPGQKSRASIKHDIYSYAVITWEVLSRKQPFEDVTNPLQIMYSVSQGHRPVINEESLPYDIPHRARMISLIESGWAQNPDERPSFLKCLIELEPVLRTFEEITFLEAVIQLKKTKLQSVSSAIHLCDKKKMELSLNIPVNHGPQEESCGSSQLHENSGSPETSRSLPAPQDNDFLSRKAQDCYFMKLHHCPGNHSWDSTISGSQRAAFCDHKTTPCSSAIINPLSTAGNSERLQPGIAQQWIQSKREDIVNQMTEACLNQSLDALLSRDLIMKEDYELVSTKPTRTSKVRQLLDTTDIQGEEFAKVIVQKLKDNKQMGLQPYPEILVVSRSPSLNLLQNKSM
An asterisk follows results filed as active; · = no result given. This is a subset. The share of hits here may be higher or lower than overall.

SMILES | NCOA1 inh | TROY NFkB inh | SRC2 inh | TLR9-MyD88 inh | LRH-1 inv ag | Vif inh | EBV LMP1 NFkB | SRC3 inh | TRAIL sens C8 | COUP-TFII inh | NOD2 RIPK2 PPI
CC(=O)N1C[C@H]2CON(C)[C@H]2C[C@H]1c1cccc(-c2ccccc2)c1 | -22 | -9 | -8 | -4 | 9 | · | -1 | 14 | -10 | -19 | -11
CC(=O)Nc1ccc(NC(=O)C(C)Oc2ccc(C)nc2[N+](=O)[O-])cc1 (stereo not drawn) | -5 | -1 | -33 | 9 | -3 | -1 | 3 | 11 | -12 | -18 | 0
CN(C)CCCN(C(=O)c1cccs1)c1nc2cc3c(cc2s1)OCO3 | -24 | -69 | -25 | -13 | -6 | -5 | 3 | -12 | -9 | 18 | 0
O=C1CCCN1CCC1CCN(C(=S)Nc2ccc(F)cc2)CC1 | -4 | 36 | -23 | 6 | 29 | -2 | -6 | -14 | -8 | -2 | 0
CN(C)/C=C(\C=O)c1ccc(Cl)cc1Cl | -5 | -17 | 3 | -4 | -4 | -1 | 5 | 9 | -8 | -11 | 6
Cc1occc1C(=O)NNC(=O)C1CCCCC1 | -2 | 9 | 10 | 2 | 5 | -4 | -1 | -9 | 0 | -9 | -7
Cc1cccc(C(=O)NCC(=O)N2CCCCCCC2)c1 | -40 | -42 | -48 | -3 | -5 | -4 | -4 | 3 | -2 | -22 | -12
Cc1cccn2c(=O)c3cc(C(=O)NC4CCCC4)c(=N)n(CCCN4CCOCC4)c3nc12 | 4 | -22 | -28 | -7 | 13 | 1 | 1 | 8 | -4 | 2 | -15
Cc1cc(C(F)(F)F)nn1CCCNC(=O)c1cnccn1 | 11 | -1 | -16 | 4 | -1 | 2 | -5 | -8 | -5 | -18 | 7
Cc1ccc(S(=O)(=O)N2CCN(C(=O)C3CCN(C(=O)c4ccc(F)cc4)CC3)CC2)c(C)c1 | 14 | -3 | 18 | 2 | 22 | -8 | 36 | 0 | 19 | 19 | 0
COc1ccc(-c2nc3ccc(C)cn3c2Cc2cccc(Cl)c2)cc1OC | -35 | 20 | -31 | · | -18 | · | · | -16 | -3 | -5 | 5
Cc1ccc(-n2nc(C(=O)O)c(C)c(C#N)c2=O)cc1Cl | -4 | -2 | -4 | 4 | -10 | -2 | 3 | 6 | -5 | 19 | -8
Cn1c(=O)c2[nH]c(CCCC(=O)O)nc2n(Cc2ccccc2)c1=S | -2 | 9 | -6 | 0 | 1 | 18 | 4 | -2 | 1 | -3 | -9
CCC(NC(=O)NCc1ccc2c(c1)OCO2)(C(F)(F)F)C(F)(F)F | 13 | 5 | 9 | 2 | 8 | -5 | -3 | 20 | -10 | 0 | -1
COC(=O)C(C)N1C(=O)S/C(=C/c2cc(C)n(-c3ccccn3)c2C)C1=O (stereo not drawn) | -124 | 14 | -39 | -6 | -148 | · | 3 | -106 | 58* | -31 | -3
Cc1ccc(Cc2c(C)[nH]c(=S)[nH]c2=O)cc1 | 7 | -15 | -8 | 14 | 1 | 3 | 5 | 14 | -12 | 4 | -6
Cc1cc(-c2ccccc2)nc2cc(C(=O)N(Cc3ccccc3)Cc3ccccc3)nn12 | -53 | · | -2 | 3 | -4 | -10 | -2 | -13 | 13 | 5 | -5
Cc1cc2nc(C(F)(F)F)cc(-c3cccs3)n2n1 | -19 | 9 | 11 | -10 | 3 | 0 | 1 | 0 | -2 | 2 | 7
Cc1ccc(Cl)cc1NC(=O)CCCN1C(=O)c2cccnc2C1=O | -11 | -12 | 9 | 10 | 18 | 0 | 3 | 3 | -15 | -12 | -5
Cc1ccc(NC(=O)c2ncn(CCCNCCCN3CCCC3=O)n2)cc1C | -3 | -15 | -2 | -2 | 15 | -5 | 8 | 6 | 16 | 6 | -7
O=C(CN1C(=O)C2C3C=CC(C4CC34)C2C1=O)Nc1cccc2ncccc12 (stereo not drawn) | 11 | -9 | 18 | -12 | -11 | 1 | -6 | 2 | 1 | -3 | 2
CCC(CC)NC(=O)CSc1ccc(S(=O)(=O)N2CCOCC2)cn1 | -2 | 6 | -16 | 0 | -2 | -3 | -18 | 5 | 1 | 5 | -8
CCCn1c(NCc2cc(OC)ccc2OC)nc2ccccc21 | -20 | -22 | -42 | 3 | -39 | -16 | -17 | -6 | 3 | -23 | -6
COc1cc2c(cc1OC)[C@@H](NC(=O)CCC1CCCCC1)[C@H](O)C2 | -8 | 8 | -5 | -2 | -4 | 0 | -5 | -18 | -16 | -22 | 6
CCN(CC)c1ccc(S(=O)(=O)N2CCOCC2)cc1NC(=O)C1CC1 | -3 | -9 | -2 | -4 | 14 | 5 | 2 | 3 | -9 | 0 | 3

Whole records, quoted from the list. Values in the order: NCOA1 inh | TROY NFkB inh | SRC2 inh | TLR9-MyD88 inh | LRH-1 inv ag | Vif inh | EBV LMP1 NFkB | SRC3 inh | TRAIL sens C8 | COUP-TFII inh | NOD2 RIPK2 PPI
`Cc1cccn2c(=O)c3cc(C(=O)NC4CCCC4)c(=N)n(CCCN4CCOCC4)c3nc12` is entered as 4 | -22 | -28 | -7 | 13 | 1 | 1 | 8 | -4 | 2 | -15
`CC(=O)N1C[C@H]2CON(C)[C@H]2C[C@H]1c1cccc(-c2ccccc2)c1` is entered as -22 | -9 | -8 | -4 | 9 | · | -1 | 14 | -10 | -19 | -11
`Cc1ccc(S(=O)(=O)N2CCN(C(=O)C3CCN(C(=O)c4ccc(F)cc4)CC3)CC2)c(C)c1` is entered as 14 | -3 | 18 | 2 | 22 | -8 | 36 | 0 | 19 | 19 | 0

Next section.
SMILES | NCOA1 inh | TROY NFkB inh | SRC2 inh | TLR9-MyD88 inh | LRH-1 inv ag | Vif inh | EBV LMP1 NFkB | SRC3 inh | TRAIL sens C8 | COUP-TFII inh | NOD2 RIPK2 PPI
COc1ccc(OC)c(CC(=O)NC(c2ccccc2)c2ccccc2)c1 | -5 | 0 | 7 | -2 | 1 | -1 | -8 | -6 | -2 | 22 | -3
O=C(COC(=O)c1ccccc1-n1cnnn1)c1ccc(F)cc1 | -66 | 64* | -62 | 3 | -75 | 11 | 4 | -42 | -10 | 4 | -3
NC(=NC1CCCCC1)c1ccc(Cl)cc1 | 8 | -26 | 20 | 4 | 13 | 3 | -5 | 21 | -7 | -10 | 3
COc1ccccc1/C=N/NC(=O)c1cccc(NC(=O)c2ccccc2C)c1 | 0 | 8 | -24 | 2 | 20 | 10 | -1 | 2 | -14 | -6 | -3
Cc1cccc2sc(N(CCN(C)C)C(=O)c3ccc4ccccc4c3)nc12 | -19 | 2 | 22 | -2 | 4 | -2 | 7 | 0 | 4 | -5 | -7
COc1ccc(CCN2C(=O)C(Oc3ccccc3)C2c2ccc3c(c2)OCO3)cc1 (stereo not drawn) | 5 | 1 | 0 | -7 | -12 | -5 | 5 | -4 | -13 | -14 | 0
Cc1cc(C(=O)Cn2nc(C(=O)O)c3ccccc3c2=O)c(C)n1-c1cccc(C(F)(F)F)c1 | 11 | 24 | 19 | -6 | 17 | -13 | 4 | 18 | 7 | 1 | 9
Cc1ccc(N(C)C(=O)N2CCN(S(=O)(=O)c3c(C)cc(C)cc3C)CC2)cc1 | -7 | 8 | -8 | -11 | -13 | -6 | -3 | -13 | -2 | 18 | 7
O=C(O)C1CCCCC1C(=O)NCc1ccccc1 (stereo not drawn) | -10 | 1 | 5 | -3 | -2 | -12 | -37 | 12 | -6 | 5 | 0
CN1C(=O)/C(=C/c2cc(C(C)(C)C)c(O)c(C(C)(C)C)c2)NC1=S | -15 | -9 | -17 | -3 | 10 | · | 2 | 12 | -12 | 9 | 5
Cc1cc(C)c(C(=O)CSc2nnc(C)s2)c(C)c1 | 3 | -18 | -1 | 6 | 1 | -4 | 3 | 12 | -47 | 8 | -2
Cc1nc(NC(N)=S)sc1C(=O)Nc1ccccc1 | -7 | 2 | -5 | 5 | 10 | 13 | 1 | -7 | -4 | 22 | -3
COc1ccc(C2=NOC(COC(=O)c3ccc4ccccc4n3)C2)cc1 (stereo not drawn) | -16 | 8 | 3 | 4 | 19 | -7 | 3 | 13 | -3 | -2 | -2
COc1cccc(S(=O)(=O)Nc2ccc3c(c2)[C@H]2C[C@H](CC(=O)N[C@@H](C)c4ccccc4)O[C@H](CO)[C@H]2O3)c1 | -19 | -1 | -1 | 1 | 5 | 1 | -8 | 5 | -11 | 14 | 5
CC1(C(=O)NS(=O)(=O)Cc2ccccc2)CCN1C(=O)Cc1cc(F)ccc1F (stereo not drawn) | -4 | 2 | -22 | · | 4 | -4 | · | 5 | -4 | 11 | 12
O=C(O)CCC(=O)Nc1cc(C(F)(F)F)cc(C(F)(F)F)c1 | 17 | 1 | -5 | -1 | 17 | 6 | -1 | 29 | -4 | -17 | 2
COc1ccc(N2C(=O)/C(=C/c3ccc([N+](=O)[O-])cc3)N=C2C)cc1 | 3 | -31 | -7 | · | -3 | 0 | -3 | 2 | 28 | 5 | -13
Cc1ccc(OCC(=O)Nc2ccc(S(=O)(=O)Nc3ccccn3)cc2)cc1C | -4 | 16 | -13 | 7 | 3 | -7 | 10 | -2 | 4 | 3 | -3
CCOc1ccc(NCc2nnc(SCC(=O)Nc3nc(-c4ccccc4)cs3)n2-c2ccccc2)cc1 | -27 | -3 | 6 | -3 | 2 | -9 | -4 | -5 | -13 | 12 | -7

7 of these compounds, set out differently:
Results follow in this order: NCOA1 inh | TROY NFkB inh | SRC2 inh | TLR9-MyD88 inh | LRH-1 inv ag | Vif inh | EBV LMP1 NFkB | SRC3 inh | TRAIL sens C8 | COUP-TFII inh | NOD2 RIPK2 PPI
> Cc1cccc2sc(N(CCN(C)C)C(=O)c3ccc4ccccc4c3)nc12
→ -19 | 2 | 22 | -2 | 4 | -2 | 7 | 0 | 4 | -5 | -7
> COc1ccc(CCN2C(=O)C(Oc3ccccc3)C2c2ccc3c(c2)OCO3)cc1 (stereo not drawn)
→ 5 | 1 | 0 | -7 | -12 | -5 | 5 | -4 | -13 | -14 | 0
> Cc1cc(C(=O)Cn2nc(C(=O)O)c3ccccc3c2=O)c(C)n1-c1cccc(C(F)(F)F)c1
→ 11 | 24 | 19 | -6 | 17 | -13 | 4 | 18 | 7 | 1 | 9
> Cc1ccc(N(C)C(=O)N2CCN(S(=O)(=O)c3c(C)cc(C)cc3C)CC2)cc1
→ -7 | 8 | -8 | -11 | -13 | -6 | -3 | -13 | -2 | 18 | 7
> O=C(O)C1CCCCC1C(=O)NCc1ccccc1 (stereo not drawn)
→ -10 | 1 | 5 | -3 | -2 | -12 | -37 | 12 | -6 | 5 | 0
> CN1C(=O)/C(=C/c2cc(C(C)(C)C)c(O)c(C(C)(C)C)c2)NC1=S
→ -15 | -9 | -17 | -3 | 10 | · | 2 | 12 | -12 | 9 | 5
> Cc1cc(C)c(C(=O)CSc2nnc(C)s2)c(C)c1
→ 3 | -18 | -1 | 6 | 1 | -4 | 3 | 12 | -47 | 8 | -2
